# Compound activity from PubChem.
# BRCA1 expr up: activators of BRCA1 expression; Potency, µM (highest dose often 46.1 µM), without a hit: at the highest dose activation, actives largely listed as activators; MCF7-BRCA1-FFLuc reporter, luminescence, 48 h; response scale: scaled: vehicle 0%, 10 µM genistein 100%; 380,000 tested, 1.1% active; AID 624202; further: potency means the concentration at half of the fitted maximal effect; nearly all actives have a fitted effect of over 80% in size; some results filed as inactive show a strong effect at the top dose
#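 Compounds are tested at multiple concentrations on MCF7 BRCA1-luciferase reporter cells seeded at 2000 per well; after 48 h, a single luminescence end-point is taken and curves fitted to the normalized data.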
# FLuc counter: inhibits or activates purified firefly luciferase, miR-21 counter-screen. P08659. purified FLuc, Km substrates, luminescence inhibition. Potency, µM (titrated, usually from 57.5 µM), for the others: at the top dose activity change, negative = inhibition, usual class: inhibitors. 360,000 tested, 6.9% active. AID 588342;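 further: potency means the concentration at half of the fitted maximal effect; plate controls were vehicle for no effect and reference inhibitor for full effect; nearly all actives have a fitted effect of over 55% in size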
#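 Purified P. pyralis luciferase, 10 nM final, with Km-level 10 uM D-luciferin and 10 uM ATP in 50 mM Tris acetate pH 7.5, 10 mM Mg acetate, 0.01% Tween-20, 0.05% BSA; 6-point qHTS titration about 60 µM downward; luminescence read.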
# Rab9 promoter act: Rab9 promoter activation. 320,000 tested, 2.8% active. Huh7 Rab9 promoter-luciferase reporter, luminescence, 24 h. Potency, µM (series often up to 9.22 µM), without a hit: at the top dose activation, negative = inhibition, most hits filed as activators; further: potency means the concentration at half of the fitted maximal effect; % of control where 0% means no effect; nearly all actives have a fitted effect of over 60% in size
#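 Cells were plated at 1500 per well in reduced-serum medium with 10% FBS and left 2 h. Compound in DMSO was then added for 24 h at 37 °C. Reporter signal was read by luminescence after 10 min with luciferase detection reagent.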
# Giardia kill: Giardia lamblia killing | activity change, % at 7.66 µM, hits read low | Giardia lamblia trophozoite viability | 340,000 tested, 0.15% active; in the data active means activity change below about -80%; inconclusive means between about -30% and that limit;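 further: parasites exposed to compound for two days anaerobically before the ATP read; on the % scale 0 is the no-effect control and ±100 the full control effect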
#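 Luminescent ATP signal served as the viability read-out, measured 15-30 min after adding ATP detection reagent to trophozoites that had been incubated with compounds for 48 hrs at 37 deg C anaerobically at 100 cells/well.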
# NPC1 prom act: NPC1 promoter activation. Huh7 NPC1 promoter luciferase reporter, 24 h. Potency, µM (top dose mostly 9.22 µM), for the others: at the highest dose activation, hits mostly activators. 320,000 tested, 2.4% active;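 further: potency means the concentration at half of the fitted maximal effect; % of control where 0% means no effect; nearly all actives have a fitted effect of over 60% in size; reporter is driven by a mutant NPC1 promoter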
#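 Huh7 cells stably carrying NPC1 promoter–luciferase, plated in Opti-MEM with 10% FBS for 2 h, were exposed to compound in DMSO for 24 h at 37 °C; luciferase reagent was added for 10 min and luminescence read.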
# RORgamma inh: blocks mouse ROR gamma transcriptional activity; P51450; Drosophila S2 Gal4-RORgamma UAS-luciferase reporter, 20 h; Potency, µM (top dose mostly 53.6 µM), inactives show top-dose activity change, negative = inhibition, hits mostly inhibitors; 310,000 tested, 5.4% active; further: potency means the concentration at half of the fitted maximal effect; on the % scale 0 is the no-effect control and ±100 the full control effect; nearly all actives have a fitted effect of over 60% in size
# Target sequence (P51450 whole entry, looked up, the tested form may be a part): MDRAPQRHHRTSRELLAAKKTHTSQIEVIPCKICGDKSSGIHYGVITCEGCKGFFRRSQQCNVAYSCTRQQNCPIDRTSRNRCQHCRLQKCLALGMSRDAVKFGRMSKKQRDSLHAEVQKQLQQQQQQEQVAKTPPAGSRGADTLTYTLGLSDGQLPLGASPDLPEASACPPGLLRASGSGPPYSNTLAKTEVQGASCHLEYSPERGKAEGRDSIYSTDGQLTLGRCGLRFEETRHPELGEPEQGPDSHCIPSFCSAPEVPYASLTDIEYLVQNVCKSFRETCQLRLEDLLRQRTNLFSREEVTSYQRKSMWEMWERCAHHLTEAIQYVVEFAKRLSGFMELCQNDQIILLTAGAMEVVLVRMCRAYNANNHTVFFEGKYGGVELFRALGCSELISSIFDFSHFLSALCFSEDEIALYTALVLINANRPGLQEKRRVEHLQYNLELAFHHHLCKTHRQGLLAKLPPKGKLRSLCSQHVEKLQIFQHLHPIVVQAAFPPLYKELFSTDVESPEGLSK
#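 ROR gamma transcriptional activity was tracked as Gal4-UAS luciferase output in stably transfected Drosophila Schneider cells, with compound added 1 hr before 700 uM copper sulfate induction and a 20 hr ambient-temperature incubation.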
# p53 reactivator: restores transcriptional activity of mutant p53. H1299 p53-A138V BP100-luciferase reporter, luminescence, 24 h. 320,000 tested, 0.063% active. Potency, µM (doses to about 92.2 µM), for inactives: at the highest dose activity change, positive = activation, most hits filed as activators. AID 504706; further: potency means the concentration at half of the fitted maximal effect; % of control where 0% means no effect; nearly all actives have a fitted effect of over 45% in size
#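 H1299 (p53-null), stable ts p53-A138V + BP100-Luc; 1000 cells/well, Opti-MEM/10% FBS; cpd 4 pt, 1:5; 24 h, 37 deg C, 5% CO2; detection reagent 10 min RT; luminescence.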
# PKM2 act: PKM2 (human) enzyme activation; Potency, µM (top dose mostly 57.5 µM), without a hit: at the highest dose activation, actives largely listed as activators; purified PKM2, Kinase-Glo ATP luminescence, activation; response scale: 0% is enzyme alone, no compound; AID 1631; 260,000 tested, 0.34% active; further: potency means the concentration at half of the fitted maximal effect; on the % scale 0 is the no-effect control and ±100 the full control effect; nearly all actives have a fitted effect of over 55% in size
# Target sequence (P14618 whole entry, looked up): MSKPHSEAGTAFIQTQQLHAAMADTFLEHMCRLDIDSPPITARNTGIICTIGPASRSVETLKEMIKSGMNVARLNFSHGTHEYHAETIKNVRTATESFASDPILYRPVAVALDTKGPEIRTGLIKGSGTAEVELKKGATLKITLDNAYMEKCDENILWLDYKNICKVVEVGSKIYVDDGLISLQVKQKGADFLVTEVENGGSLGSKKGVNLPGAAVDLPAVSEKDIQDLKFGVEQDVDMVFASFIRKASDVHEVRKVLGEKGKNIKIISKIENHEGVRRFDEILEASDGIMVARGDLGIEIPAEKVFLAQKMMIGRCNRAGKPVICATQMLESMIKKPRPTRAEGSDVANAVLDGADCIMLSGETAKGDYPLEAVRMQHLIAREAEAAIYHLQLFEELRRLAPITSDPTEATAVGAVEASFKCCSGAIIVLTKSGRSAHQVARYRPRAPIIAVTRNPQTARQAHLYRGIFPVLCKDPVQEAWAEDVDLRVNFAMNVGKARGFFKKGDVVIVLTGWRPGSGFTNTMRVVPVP
#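 Purified hPK-M2 (>95% pure) converted ADP (0.1 mM final) to ATP with 0.5 mM PEP in 50 mM imidazole pH7.2, KCl, MgCl2, Tween 20, BSA; 1 h at room temperature. ATP detected by Kinase-Glo luminescence.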
# VP16 counter: counter-screen for ROR gamma inhibitors: Gal4-VP16 reporter. 310,000 tested, 3.5% active. Drosophila S2 Gal4-VP16 UAS-luciferase, luminescence, 20 h. Potency, µM (titrated, usually from 53.6 µM), without a hit: at the top dose activity, negative = inhibition, hits mostly inhibitors;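 further: Gal4-VP16 expression switched on by copper sulfate through the metallothionein promoter; potency means the concentration at half of the fitted maximal effect; on the % scale 0 is the no-effect control and ±100 the full control effect; nearly all actives have a fitted effect of over 50% in size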
# Menin-MLL TR inh: inhibitors of human menin-MLL interaction, mutant MLL peptide; O00255; Menin + Texas Red MLL mutant peptide, fluorescence polarization; Potency, µM (series often up to 61.6 µM), inactives show at the top dose FP activity change, negative = inhibition, usual class: inhibitors; 270,000 tested, 0.23% active; AID 1768; active means well fitted inhibition curve with a large enough effect in the polarisation, with a control signal flat, not every such curve was filed as active; inconclusive means small, poorly fitted or top-dose-only effect, or effect the other way, or a change in a side signal; inactive means no such curve, though single readings can be large or run the other way; the % refers to the polarisation; further: potency means the concentration at half of the fitted maximal effect; % of control where 0% means no effect; many of its hits are not listed in these tables
# ELG1 genotox: inducers of genotoxicity in HEK293T ELG1-luciferase cells. Potency, µM (top dose mostly 46 µM), without a hit: at the highest dose activity change, positive = activation, actives largely listed as activators. 330,000 tested, 1.3% active. HEK293T ELG1-luciferase reporter, luminescence, 16 h. AID 504466; further: potency means the concentration at half of the fitted maximal effect; % of control where 0% means no effect; nearly all actives have a fitted effect of over 60% in size
#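 ELG1-luciferase HEK293T cells, 2,000/well; compound pinned in; 16 hr, 37 °C, 5% CO2; ONE-Glo, 30 min RT; luminescence on CCD imager.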
# * marks the source's active call; other numbers are inactive results; ? = inconclusive; . = no result given; [ ] = remark or other dose. Unless noted, the call rests on the fitted dose curve; in most records, active means well fitted curve in the direction sought with a large enough effect; inconclusive means small, poorly fitted or top-dose-only effect, or another doubt; inactive means no such curve, though single readings can be large; an effect the other way counts as inactive or inconclusive. Some of the compounds tested; count on the stated rates, not on these rows.
Compound,Menin-MLL TR inh,ELG1 genotox,NPC1 prom act,VP16 counter,FLuc counter,Giardia kill,Rab9 promoter act,RORgamma inh,p53 reactivator,BRCA1 expr up,PKM2 act
N#CC1=C(c2ccc(-c3ccccc3)cc2)COC1=O,?,7%,-3%,-11%,?,-2,5%,32%,7%,22%,-2%
COC(=O)C(CCSC)NC(=O)c1cc2c(n(-c3ccccc3)c1=O)CCCC2=O (stereo not drawn),-4%,9%,1%,?,0%,0,-3%,-1%,0%,0%,-7%
C/C(CC(=O)Nc1ccc(N(C)C)cc1)=N\NC(=O)c1ccccn1,4%,?,16%,?,?,-5,4%,?,?,84%,-3%
Cc1ccc(C(=O)Nc2sc3c(c2C(=O)O)CCCCC3)o1,14%,2%,3.5µM*,11%,2.7µM*,-16,3.5µM*,3%,6%,-57%,2%
O=C(Nc1ccccc1)Nc1ccc(S(=O)(=O)N2CCCCC2)cc1,?,-20%,0%,-2%,?,5,0%,?,?,-16%,1%
Nc1ccc(C(=O)NCCCSc2ccccc2)cc1[N+](=O)[O-],-14%,-7%,-1%,-16%,4%,4,0%,151%,-2%,11%,1%
C=C1CCN([C@H](C(=O)NCc2ccc(Cl)cc2)C(C)C)S(=O)(=O)c2ccccc21,.,0%,-8%,-16%,-1%,4,-5%,5%,-2%,-5%,-2%
COC(=O)CN(c1cccc(C)c1)S(=O)(=O)c1ccccc1,.,-4%,-5%,-9%,5%,17,1%,-5%,0%,7%,-2%
O=C(N/N=C/c1ccc(Cl)cc1)c1cc(-c2cccnc2)nc2ccccc12,9%,6%,-32%[inhibitor],-18%,-7%,-16,-18%,1%,-1%,-83%,20%
CN(Cc1ccccc1)C(=S)Nc1cccnc1,-1%,-2%,-2%,-15%,1%,14,-11%,5%,-1%,-12%,-2%
COC(=O)c1cc(-c2ccccc2)c2c(=O)n(C)c(=O)n(C)c2n1,1%,-1%,-2%,-4%,2%,.,-2%,-17%,5%,.,3%
O=C1CC2C(CC(OC(=O)c3ccc(-c4ccccc4)cc3)C2CO)O1 (stereo not drawn),.,?,16%,1%,12µM*,-6,?,?,7%,?,2%

# Part of the list above, limited to BRCA1 expr up and FLuc counter:
smiles	BRCA1 expr up	FLuc counter
COC(=O)C(CCSC)NC(=O)c1cc2c(n(-c3ccccc3)c1=O)CCCC2=O (stereo not drawn)	0%	0%
C/C(CC(=O)Nc1ccc(N(C)C)cc1)=N\NC(=O)c1ccccn1	84%	?

# The list goes on.
Compound,Menin-MLL TR inh,ELG1 genotox,NPC1 prom act,VP16 counter,FLuc counter,Giardia kill,Rab9 promoter act,RORgamma inh,p53 reactivator,BRCA1 expr up,PKM2 act
COc1ccc([N+](=O)[O-])cc1NC(=O)CC1SC(=Nc2cccc(C)c2C)N(/N=C(\C)c2ccc(C)cc2)C1=O (stereo not drawn),9%,-7%,-9%,-1%,2%,-21,-5%,-12%,2%,-32%,2%
O=C(CN1CCN(Cc2ccccc2Cl)CC1)N/N=C/c1ccco1,.,-3%,-6%,8%,-2%,0,-2%,25%,-1%,-10%,-7%
CSc1nnc2c3c4c(sc3c(=O)n(-c3ccccc3)n12)CC(C)(C)OC4,-6%,1%,-2%,3%,1%,-4,2%,17%,1%,-14%,-3%
O=S(=O)(c1ccccc1)N1CCN(Cc2cc3c(cc2Br)OCCO3)CC1,.,-3%,-1%,.,.,20,-5%,.,16%,-28%,.
Cc1ccccc1C(=O)NCCSc1ccccc1,2%,7.3µM*,3.5µM*,1%,9.5µM*,3,2.8µM*,?,23%,?,-4%
CCN(CC)CCN1C(=O)C(=O)/C(=C(/O)c2c(C)[nH]c(C(=O)OC)c2C)C1c1ccccc1OC (stereo not drawn),15%,3%,0%,-7%,-1%,2,-1%,-28%,-9%,1%,-3%
C=CCN1C(=O)/C(=C2/Sc3ccc(OC)cc3N2C)SC1=Nc1cccc(O)c1,?,13%,-9%,-13%,0%,-18,-8%,-10%,0%,-15%,-2%
O=C(NCc1ccccc1)c1cc(S(=O)(=O)N2CCC3(CC2)OCCO3)ccc1F,1%,4%,4%,7%,-12%,-10,1%,?,-8%,-27%,-8%
COc1ccccc1NC(=O)COc1ccc(C(=O)OCC(=O)N(C(C)C)C(C)C)cc1OC,0%,2%,-1%,-17%,5%,15,8%,7%,2%,0%,-4%
Cc1ccc(S(=O)(=O)N(C)C)cc1NC(=O)CSc1nc2ccccc2[nH]1,8%,-3%,1%,1%,-12%,-9,1%,40%,-5%,-21%,3%
O=C1CC2(CCN(C(=O)c3cccc(F)c3)CC2)Oc2ccccc21,.,-11%,1%,.,-1%,-8,-3%,.,-7%,-4%,.
O=C(CCC(=O)Nc1nnc(C2CCCCC2)s1)Nc1ccccc1,?,6%,-2%,11%,2%,-9,16%,4%,8%,19%,.

# Records listed so far printed as active in Rab9 promoter act.
molecule,Menin-MLL TR inh,NPC1 prom act,Rab9 promoter act,RORgamma inh,p53 reactivator,PKM2 act
Cc1ccc(C(=O)Nc2sc3c(c2C(=O)O)CCCCC3)o1,14%,3.5µM*,3.5µM*,3%,6%,2%
Cc1ccccc1C(=O)NCCSc1ccccc1,2%,3.5µM*,2.8µM*,?,23%,-4%

# Later entries:
Compound,Menin-MLL TR inh,ELG1 genotox,NPC1 prom act,VP16 counter,FLuc counter,Giardia kill,Rab9 promoter act,RORgamma inh,p53 reactivator,BRCA1 expr up,PKM2 act
Cc1ccc(Cn2nnc3c(=O)[nH]c(C4CCN(S(=O)(=O)c5ccc(F)cc5)CC4)nc32)cc1,2%,-2%,-2%,4%,-3%,1,2%,?,28%,-25%,-1%
CC(C)C[C@H](NC(=O)c1[nH]cnc1C(=O)N[C@@H](Cc1ccccc1)C(=O)OCc1ccccc1)C(=O)OCc1ccccc1,2%,-5%,0%,11µM*,-5%,5,-14%,11µM*,13%,-8%,-9%
O=C(c1c(Cl)nc2sccn12)N1CCN(c2cccc(Cl)c2)CC1,2%,-9%,-21%,5%,2%,14,-15%,?,2%,-63%,0%
CCOC(=O)c1cc(NC(=O)Nc2nc3ccccc3s2)c(C)nc1C,19%,1%,-2%,2%,1%,42[activator],-3%,0%,-4%,34%,0%
O=C(Nc1ccc(S(=O)(=O)N2CCN(c3ccccc3)CC2)cc1)c1cccs1,7%,-5%,14%,-11%,-2%,8,6%,?,3%,-47%,2%
CCC(C)NC(=O)c1csc2c1CCCCC2 (stereo not drawn),.,5%,6%,1%,-1%,0,-3%,11%,0%,28%,-7%
CC(=O)NC(C)C(c1cccs1)N1CCN(c2ccccc2)CC1 (stereo not drawn),0%,-4%,-4%,-17%,8%,-9,6%,-34%,2%,0%,0%
CCOc1ccc(-c2c(C(=O)N/N=C/c3ccc(O)cc3)nnn2-c2nonc2N)cc1,.,1%,-5%,-4%,-5%,27,1%,5%,0%,5%,-4%
CCN(CC(=O)Nc1c(F)cccc1F)C(=O)c1ccccc1F,-15%,-1%,3%,4%,1%,28,-1%,0%,-2%,10%,.
O=C(NCCCCNC(=O)c1ccccc1F)c1ccccc1F,15%,3%,1%,-9%,-2%,0,8%,-7%,.,-7%,0%
CCOC(=O)CNC(=O)N1CCc2ccc(NC(=O)c3ccccc3Cl)cc2C1,-1%,2%,-4%,-2%,?,12,2%,-18%,-7%,-25%,1%

# In the list so far, these have two or more sulfur atoms:
Compound,Menin-MLL TR inh,ELG1 genotox,NPC1 prom act,VP16 counter,FLuc counter,Giardia kill,Rab9 promoter act,RORgamma inh,p53 reactivator,BRCA1 expr up,PKM2 act
CSc1nnc2c3c4c(sc3c(=O)n(-c3ccccc3)n12)CC(C)(C)OC4,-6%,1%,-2%,3%,1%,-4,2%,17%,1%,-14%,-3%
C=CCN1C(=O)/C(=C2/Sc3ccc(OC)cc3N2C)SC1=Nc1cccc(O)c1,?,13%,-9%,-13%,0%,-18,-8%,-10%,0%,-15%,-2%
Cc1ccc(S(=O)(=O)N(C)C)cc1NC(=O)CSc1nc2ccccc2[nH]1,8%,-3%,1%,1%,-12%,-9,1%,40%,-5%,-21%,3%
O=C(Nc1ccc(S(=O)(=O)N2CCN(c3ccccc3)CC2)cc1)c1cccs1,7%,-5%,14%,-11%,-2%,8,6%,?,3%,-47%,2%
